T cruzi growth = inhibitors of T. cruzi proliferation. T. cruzi beta-gal in NIH3T3, GalScreen luminescence, 90 h. inhibition, % at 8.34 µM. hit rate 5.9% among 77,000;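 active = mean inhibition above about 93%, with at least 55% of replicates each passing it, limit read from the data, passing the limit was not always enough; inconclusive = only one of those two conditions holds; inactive = neither condition holds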
C diff growth = blocks growth of Clostridium difficile | Clostridium difficile clinical isolate growth, OD600, 24 h; hits give low values | growth activity, negative = inhibition, % at 16 µg/mL (by protocol) | hit rate 0.25% among 86,000 | AID 1259249;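 active = mean growth activity at or below -80% and every replicate also at or below -80%; inconclusive = mean at or below -80% but some replicate above -80%; inactive = mean growth activity above -80%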;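 note: 0% = DMSO wells and -100% = levofloxacin 16 µg/mL wells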
Pf Dd2 inh = P. falciparum Dd2 growth inhibition; SYBR Green, 72 h; hits give low values; activity change, % at 10 µM; hit rate 2.3% among 94,000; AID 1159554; in the data active = activity change below about -80%; inconclusive = no clear call, values can overlap the other calls
GASC1 inh = blocks human GASC-1 (KDM4C) demethylase activity. hit rate 0.15% among 96,000. GST-KDM4C 2-372, H3K9me3 peptide, LANCE TR-FRET. AID 720574. Q9H3R0. inhibition, % at 12.5 µM;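 active = mean replicate inhibition above about 25%, with at least 55% of replicates also reaching it, limit read from the data, passing the limit was not always enough; inconclusive = only one of those two conditions met; inactive = neither condition met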
Target sequence (Q9H3R0 2-372 limits assumed): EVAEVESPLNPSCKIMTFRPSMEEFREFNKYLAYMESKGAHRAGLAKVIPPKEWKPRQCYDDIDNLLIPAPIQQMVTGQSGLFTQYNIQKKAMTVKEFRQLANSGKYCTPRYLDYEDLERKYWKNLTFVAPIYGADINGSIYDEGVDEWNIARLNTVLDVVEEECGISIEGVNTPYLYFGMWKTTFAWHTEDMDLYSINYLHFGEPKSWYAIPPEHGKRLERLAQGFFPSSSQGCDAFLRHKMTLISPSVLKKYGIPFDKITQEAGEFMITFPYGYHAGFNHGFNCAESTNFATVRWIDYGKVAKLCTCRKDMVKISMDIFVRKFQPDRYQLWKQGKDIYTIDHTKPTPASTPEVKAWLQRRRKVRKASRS
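System: N-terminal GST-fused human GASC-1 (KDM4C) fragment, residues 2-372; amount: enzyme final amount 10 nM; incubation: reaction 30 min RT, detection step 1 h RT; medium: HEPES buffer, pH 7.5, plus ascorbate; technique: LANCE TR-FRET, Eu antibody, ULight-streptavidin, EDTA, ex 340 nm, em 618/671 nm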
The depositor's hits bear a star; ? = inconclusive; · = not tested or not shown; & = joins results of further samples; ! = not confirmed by another sample.

SMILES	T cruzi growth	C diff growth	Pf Dd2 inh	GASC1 inh
COCC(=O)N1CCCCN2[C@H](CO)[C@@H](c3ccc(-c4ccc(OC)cc4)cc3)[C@H]2C1	97*	0	27	0.4
CN1CCCCN2[C@@H](CO)[C@H](c3ccc(Br)cc3)[C@@H]2C1	-1	2	28	1.8
COc1ccc(CN(C)C[C@H]2Oc3ccc(NC(=O)CCC(F)(F)F)cc3CC(=O)N([C@H](C)CO)C[C@@H]2C)cc1	82	-9	-33	5.7
CNC[C@H]1Oc2c(NC(=O)Nc3ccccc3)cccc2C(=O)N([C@@H](C)CO)C[C@@H]1C	10	4	11	0.5
Cc1noc(C)c1NC(=O)Nc1cccc2c1O[C@@H](CN(C)Cc1ccc(C(=O)Nc3ccccc3N)cc1)[C@@H](C)CN([C@@H](C)CO)C2=O	·	6	14	-1.0
CO[C@@H]1CN(C)C(=O)c2cc(NS(=O)(=O)c3ccc(C)cc3)ccc2OC[C@@H](C)N(C)C[C@@H]1C	23	2	14	1.3
CCNC(=O)C[C@H]1CC[C@@H]2[C@H](COc3ccc(NC(=O)Nc4ccc(C)cc4)cc3C(=O)N2C)O1	49	2	-7	-0.9
Cc1ccc(S(=O)(=O)N(C)C[C@H]2OCCCC[C@H](C)Oc3ccc(N(C)C)cc3C(=O)N([C@H](C)CO)C[C@@H]2C)cc1	41	0	-28	-0.8
O=C(C[C@@H]1C[C@@H]2c3cc(NS(=O)(=O)c4ccc(F)cc4)ccc3O[C@@H]2[C@@H](CO)O1)NCCc1ccccc1	·	-7	-9	-3.1
COc1ccc(CN(C)C[C@@H]2OCCCC[C@@H](C)Oc3ccc(NC(=O)CCC(F)(F)F)cc3C(=O)N([C@@H](C)CO)C[C@@H]2C)cc1	-13	5	-36	-0.2
COc1ccc2c3c([nH]c2c1)[C@H](CO)N(C(=O)c1cccnc1)CC31CCN(Cc2cccnc2)CC1	·	-2	-6	-0.3
C[C@H]1CCCCO[C@H](CN(C)S(=O)(=O)c2ccc(F)cc2)[C@@H](C)CN([C@@H](C)CO)C(=O)c2cc(NS(C)(=O)=O)ccc2O1	60	-2	-25	-1.2
C[C@@H]1CN([C@H](C)CO)C(=O)Cc2cc(NC(=O)C3CCCCC3)ccc2O[C@H]1CN(C)Cc1ccc2c(c1)OCO2	40	-3	-11	1.6
C[C@H](CO)N1C[C@H](C)[C@H](CN(C)C(=O)CN(C)C)Oc2ncc(-c3ccc(F)cc3)cc2C1=O	-38	-2	16	0.1
C[C@H](O)C#Cc1ccc2c(c1)O[C@@H](CN(C)CC1CC1)[C@H](C)CN([C@@H](C)CO)S2(=O)=O	84	1	-38	-1.6
COCC#Cc1ccc2c(c1)O[C@@H](CN(C)C(=O)C1CC1)[C@@H](C)CN([C@@H](C)CO)S2(=O)=O	60	·	10	0.6
O=C(Nc1cc(F)ccc1F)N[C@H]1CC[C@@H](CCn2cc(C3CCCC3)nn2)O[C@H]1CO	·	-16	7	-2.9
COc1ccc(CN(C)C[C@@H]2Oc3c(NC(=O)c4ccc(-c5nccs5)cc4)cccc3C(=O)N([C@@H](C)CO)C[C@H]2C)cc1	8	-16	-90*	·
Cc1noc(C)c1NC(=O)Nc1ccc2c(c1)C(=O)N([C@@H](C)CO)C[C@@H](C)[C@H](CN(C)C(=O)Nc1ccc(F)cc1)OCCCC[C@@H](C)O2	25	0	12	0.8
COc1ccc(CN(C)C[C@H]2Oc3c(NC(=O)NC(C)C)cccc3C(=O)N([C@H](C)CO)C[C@H]2C)cc1	·	0	-31	-0.3
C[C@@H]1CN([C@H](C)CO)S(=O)(=O)c2ccc(C3=CCCC3)cc2O[C@@H]1CN(C)C(=O)C1CCC1	53	-11	-22	0.5
C[C@@H]1CN([C@@H](C)CO)C(=O)c2cccc(NC(=O)Nc3ccc(F)cc3)c2O[C@@H]1CN(C)C(=O)Nc1ccc(F)cc1	31	5	-39	-0.8
C[C@H](NC(=O)C[C@@H]1CC[C@H]2[C@@H](COc3ccc(NC(=O)C4CCOCC4)cc3C(=O)N2C)O1)c1ccccc1	15	-1	11	-1.8
CC(C)C#Cc1cnc2c(c1)C(=O)N([C@@H](C)CO)C[C@H](C)[C@H](CN(C)C(=O)Nc1cccc(F)c1)O2	61	1	-12	-0.7
COCC#Cc1ccc2c(c1)O[C@@H](CN(C)S(=O)(=O)c1ccc(OC)cc1)[C@@H](C)CN([C@H](C)CO)S2(=O)=O	·	9	-18	-0.6
(more compounds)
SMILES	T cruzi growth	C diff growth	Pf Dd2 inh	GASC1 inh
CN(C)CC(=O)Nc1ccc2c(c1)[C@@H]1C[C@H](CC(=O)NC3CCCCC3)O[C@@H](CO)[C@@H]1O2	0	·	28	1.8
C[C@@H]1CN([C@H](C)CO)S(=O)(=O)c2ccc(-c3ccncc3)cc2O[C@@H]1CN(C)C(=O)C1CC1	86	0	5	-1.0
Cc1noc(C)c1S(=O)(=O)Nc1ccc2c(c1)CC(=O)N([C@@H](C)CO)C[C@@H](C)[C@H](CN(C)Cc1ccccc1)O2	19	2	-36	2.0
COc1ccc(-c2ccc(C3[C@@H]4CN(S(=O)(=O)c5cccc(C)c5)C[C@H]3N4)cc2)cc1 (stereo partly drawn)	·	-4&51	-86*!	-2.0&-3.3
CN1C(=O)c2cc(NC(=O)c3cccc(F)c3)ccc2OC[C@@H]2O[C@H](CC(=O)NCC3CC3)CC[C@@H]21	·	-3	1	5.2
Cc1ccc(S(=O)(=O)N2[C@@H]3CNC[C@H]2C3c2ccc(-c3ccc(C(=O)N(C)C)cc3)cc2)cc1 (stereo partly drawn)	·	0	8	-1.6
CN1C(=O)c2cc(NC(=O)Nc3ccccc3F)ccc2OC[C@@H]2O[C@@H](CC(=O)NCCc3ccncc3)CC[C@H]21	11	·	9	-0.6
C[C@H]1CN([C@@H](C)CO)C(=O)c2cc(NC(=O)Cn3cnnn3)ccc2O[C@@H]1CN(C)S(=O)(=O)c1ccccc1	24	-5	36	1.1
CC(=O)N1CC2(C1)[C@@H](c1ccccc1)[C@@H](CO)N2Cc1ccccc1F	·	8	-4	·
C/C=C/c1cnc2c(c1)C(=O)N([C@H](C)CO)C[C@@H](C)[C@H](CN(C)C(=O)c1cccc(F)c1)O2	·	-1	-11	1.0
CO[C@H]1CN(C)C(=O)c2cc(NC(=O)Cc3ccccc3)ccc2OC[C@@H](C)N(C)C[C@H]1C	-37	-1	·	-0.7
O=C1CN(Cc2ccc(F)cc2)C[C@@H]2[C@@H](c3ccc(-c4ccccc4F)cc3)[C@@H](CO)N12	·	2	-41	3.1
C[C@@H]1CN([C@H](C)CO)C(=O)c2cc(NC(=O)Nc3cccc4ccccc34)ccc2O[C@H]1CN(C)Cc1ccc2c(c1)OCO2	95	-2	-13	-2.3
O=C(C[C@H]1C[C@@H]2c3cc(NC(=O)C4CCC4)ccc3O[C@@H]2[C@@H](CO)O1)NCc1ccc2c(c1)OCO2	6	2	-15	2.8
CN1C(=O)c2cc(NS(=O)(=O)c3ccc(Cl)cc3)ccc2OC[C@@H]2O[C@@H](CC(=O)N3CCc4ccccc4C3)CC[C@H]21	42	6	-2	-0.8
C[C@@H]1CCCCO[C@H](CN(C)C(=O)c2ccccc2)[C@@H](C)CN([C@@H](C)CO)C(=O)c2cc(NC(=O)Nc3ccc(C(F)(F)F)cc3)ccc2O1	?	2	-92*	0.3
C[C@H](CO)N1C[C@H](C)[C@H](CN(C)CC2CC2)Oc2ccc(NC(=O)C3CCCCC3)cc2C1=O	-17	0	-10	4.4
O=C(NC1CCCCC1)N1CC(=O)N2[C@H](CO)[C@@H](c3ccc(-c4cccc(F)c4)cc3)[C@@H]2C1	·	-18	-21	-0.5
C[C@@H]1CN([C@H](C)CO)C(=O)c2cccc(NC(=O)C3CC3)c2O[C@@H]1CN(C)C(=O)Nc1ccc2c(c1)OCO2	28	-2	-16	0.8
C[C@@H]1CN([C@@H](C)CO)C(=O)c2cccc(NC(=O)C3CCCCC3)c2O[C@@H]1CN(C)Cc1ccc(Oc2ccccc2)cc1	58	·	-61	2.0
Cc1ccc(S(=O)(=O)Nc2ccc3c(c2)C(=O)N([C@H](C)CO)C[C@H](C)[C@@H](CN(C)C(=O)Nc2c(C)noc2C)OCCCC[C@H](C)O3)cc1	-14	0	14	-0.6
C[C@H](CO)N1C[C@H](C)[C@H](CN(C)CC2CCCCC2)Oc2c(NC(=O)NC3CCCCC3)cccc2C1=O	-75	0	-6	-0.3
COCC(=O)Nc1ccc2c(c1)OC[C@@H](C)N(C(=O)c1cccnc1)C[C@H](C)[C@H](OC)CN(C)C2=O	-20	-2	16	-0.6
O=C(C[C@@H]1CC[C@H](NC(=O)CCN2CCCCC2)[C@@H](CO)O1)Nc1ccccc1	·	5	3	0.8
c1ccc(-c2ccc([C@H]3[C@H]4CNC[C@@H]3N4Cc3cc(-c4ccccc4)on3)cc2)cc1	·	-1	1	-0.3

An excerpt from above in order of formula weight, descending.
SMILES	T cruzi growth	C diff growth	Pf Dd2 inh	GASC1 inh
C[C@@H]1CN([C@H](C)CO)C(=O)c2cc(NC(=O)Nc3cccc4ccccc34)ccc2O[C@H]1CN(C)Cc1ccc2c(c1)OCO2	95	-2	-13	-2.3
Cc1noc(C)c1S(=O)(=O)Nc1ccc2c(c1)CC(=O)N([C@@H](C)CO)C[C@@H](C)[C@H](CN(C)Cc1ccccc1)O2	19	2	-36	2.0
CN1C(=O)c2cc(NC(=O)c3cccc(F)c3)ccc2OC[C@@H]2O[C@H](CC(=O)NCC3CC3)CC[C@@H]21	·	-3	1	5.2
O=C(C[C@H]1C[C@@H]2c3cc(NC(=O)C4CCC4)ccc3O[C@@H]2[C@@H](CO)O1)NCc1ccc2c(c1)OCO2	6	2	-15	2.8
Cc1ccc(S(=O)(=O)N2[C@@H]3CNC[C@H]2C3c2ccc(-c3ccc(C(=O)N(C)C)cc3)cc2)cc1 (stereo partly drawn)	·	0	8	-1.6
O=C(NC1CCCCC1)N1CC(=O)N2[C@H](CO)[C@@H](c3ccc(-c4cccc(F)c4)cc3)[C@@H]2C1	·	-18	-21	-0.5
CN(C)CC(=O)Nc1ccc2c(c1)[C@@H]1C[C@H](CC(=O)NC3CCCCC3)O[C@@H](CO)[C@@H]1O2	0	·	28	1.8
O=C1CN(Cc2ccc(F)cc2)C[C@@H]2[C@@H](c3ccc(-c4ccccc4F)cc3)[C@@H](CO)N12	·	2	-41	3.1
CC(=O)N1CC2(C1)[C@@H](c1ccccc1)[C@@H](CO)N2Cc1ccccc1F	·	8	-4	·

Continued.
SMILES	T cruzi growth	C diff growth	Pf Dd2 inh	GASC1 inh
CCCNC(=O)N(C)C[C@@H]1Oc2cc(C#CCN(C)C)ccc2S(=O)(=O)N([C@H](C)CO)C[C@@H]1C	50	-7	-19	1.0
C[C@@H](NC(=O)C[C@H]1C[C@@H]2c3cc(NC(=O)c4cccnc4)ccc3O[C@@H]2[C@H](CO)O1)c1ccccc1	-19	·	9	1.2
C[C@H]1CN([C@@H](C)CO)C(=O)c2c(c3ccccc3n2C)-c2ccccc2CO[C@H]1CN(C)S(=O)(=O)c1ccc(Cl)cc1	73	·	-86*	-0.1
CCS(=O)(=O)Nc1ccc2c(c1)C(=O)N(C)[C@H]1CC[C@@H](CC(=O)NC)O[C@@H]1CO2	22	-2	2	0.8
COc1ccc(NC(=O)N(C)C[C@H]2Oc3ccc(NC(=O)Nc4c(C)noc4C)cc3C(=O)N([C@H](C)CO)C[C@@H]2C)cc1	·	0	46	6.5
CCCC(=O)Nc1ccc2c(c1)C(=O)N(C)C[C@@H](OC)[C@H](C)CN(C(=O)c1cnccn1)[C@H](C)CO2	14	1	26	1.2
C[C@H](CO)N1C[C@H](C)[C@H](CN(C)CC2CCCCC2)OCc2cn(nn2)CCCC1=O	-8	0	-14	2.3
COc1ccc2c3c(n(C)c2c1)[C@@H](CO)N(C(=O)Nc1ccc(F)cc1)CC31CCN(Cc2ccccc2F)CC1	·	6	-68	-0.5
O=C(C[C@@H]1C=C[C@H](NC(=O)CC2CC2)[C@H](CO)O1)NCc1ccccc1	·	2	13	6.7
O=C(C1CC1)N1C[C@H]2[C@@H](c3ccccc31)[C@@H](CO)N2C(=O)c1ccccc1F	-5	-1	8	-1.3
Cc1noc(C)c1S(=O)(=O)N(C)C[C@@H]1OCCCC[C@H](C)Oc2ccc(NC(=O)C3CCCCC3)cc2C(=O)N([C@@H](C)CO)C[C@H]1C	-8	-1	-83*	-0.2
O=C(N[C@@H]1CC[C@H](CCNS(=O)(=O)c2ccc(Cl)cc2)O[C@@H]1CO)c1cccc(F)c1	5	-1	4	-0.4
C[C@H](CO)N1C[C@H](C)[C@@H](CN(C)C(=O)Nc2ccc3c(c2)OCO3)Oc2ccc(NS(=O)(=O)c3cn(C)cn3)cc2CC1=O	-28	-2	5	5.1

Assay outcomes from PubChem BioAssay.
